NTR1 ag – agonists of NTR1, primary screen, imaging, U2OS cells, beta-arrestin-GFP, high content (AID 493036); activation, % at 20 µM; NTR1-U2OS beta-arrestin-GFP spot imaging, agonist mode; hit rate 0.17% among 330,000; Neurotensin receptor type 1 (Homo sapiens), P30989;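 active = activation at or above 40% of the spot to cytoplasm intensity ratio, with at least 20 cells analyzed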;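 note: 0% = DMSO without peptide and 100% = 100 nM NTR1 peptide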
Target sequence (P30989 whole entry, looked up): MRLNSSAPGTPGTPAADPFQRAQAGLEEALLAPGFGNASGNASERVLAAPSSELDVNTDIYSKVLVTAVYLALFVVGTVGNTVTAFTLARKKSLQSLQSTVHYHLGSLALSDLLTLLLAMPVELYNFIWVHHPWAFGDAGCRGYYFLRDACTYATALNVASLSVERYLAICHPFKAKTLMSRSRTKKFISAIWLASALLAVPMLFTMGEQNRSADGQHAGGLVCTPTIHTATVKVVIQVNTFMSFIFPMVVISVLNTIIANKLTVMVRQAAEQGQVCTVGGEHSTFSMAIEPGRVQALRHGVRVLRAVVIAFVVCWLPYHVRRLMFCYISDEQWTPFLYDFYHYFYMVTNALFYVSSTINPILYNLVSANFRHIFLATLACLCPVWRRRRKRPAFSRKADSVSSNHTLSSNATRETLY
Rac1 GTP hydrolysis – MgcRacGAP GTPase-activating activity inhibitors, confirmation, biochemical, ADP Hunter fluorescence. Rac GTPase-activating protein 1 (Homo sapiens). MgcRacGAP-stimulated Rac1 GTP hydrolysis, ADP Hunter fluorescence; higher % means a stronger effect; GST-tagged Rac1 F28L mutant substrate. inhibition, % at 30 µM, or IC50 in µM where a hit was titrated. hit rate 0.6% among 340,000;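 active = first-screen hits whose inhibition reached a set limit at any dose in the follow-up dose series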;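 note: fluorescence reports GDP produced by GAP-driven GTP hydrolysis; strong numbers were not always called active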
Dengue-2 NS5 capping – Dengue-2 NS5 methyltransferase inhibitors, primary screen, biochemical, confirmation dose response (AID 588689); inhibition, % at 25 µM; hits with a dose series show IC50 in µM; Genome polyprotein (Dengue virus type 2 (strain 16681-PDK53)); Dengue-2 NS5 methyltransferase capping enzyme assay, biochemical; higher % means a stronger effect; hit rate 0.3% among 340,000; in the data active = a potency from the dose series
NTR1 ag cell count 20 µM – second read-out of NTR1 ag, no call of its own (marks repeat the call); cell count; measured here: cell count, cytotoxicity flag
Dengue-2 NS5 capping pilot replicate – also measured in Dengue-2 NS5 capping; calls as there; inhibition, %; measured here: pilot screen replicate inhibition
* hit, by the source's call.

SMILES	NTR1 ag	NTR1 ag cell count 20 µM	Rac1 GTP hydrolysis	Dengue-2 NS5 capping	others
CC(C)(C)OC(=O)N1Cc2[nH]c3ccccc3c2C[C@@H]1C(=O)O	0.1	62	2.9%	-4.8%
COc1cc(-c2ccc3c(=O)c4ccccc4sc3c2)cc(OC)c1OC	10.3	54	4.6%	-7.2%
CCOc1cc2c(cc1OCC)CN(C(=O)c1cccc(S(=O)(=O)N3CCCC3)c1)CC2	0.5	53	5.0%	0.4%
CCOc1cc(N2CCOCC2)c(OCC)cc1NC(=O)c1cccc(S(=O)(=O)N2CCOCC2)c1	3.2	62	8.4%	-7.8%
O=C(COC(=O)c1ccc(F)cc1)NC1CC1	1.4	56	-0.3%	-2.9%
O=C(COc1ccc(Cl)cc1)OCC(=O)N1CCOCC1	0.5	49	0.3%	-0.8%
O=C(COC(=O)c1cc(=O)[nH]c2ccccc12)Nc1ccccc1F	0.6	59	5.3%	6.4%
CCOc1ccc(NC(=O)CN(C)C(=O)c2n[nH]c(=O)c3ccccc23)cc1OCC	-0.4	59	6.0%	-2.2%
Cc1ccc(NC(=O)CCNC(=O)c2ccccc2Cl)cc1S(=O)(=O)N1CCCCCC1	-0.6	64	7.7%	-11.8%
COc1cc2c(-c3ccc4c(c3)OCO4)c(-c3ccsc3)oc(=O)c2cc1OC	1.3	48	7.5%	4.9%
CCc1ccc(N2CC(C(=O)OCc3nc4ccsc4c(=O)[nH]3)CC2=O)cc1 (stereo not drawn)	0.8	96	9.2%	-11.9%
COc1ccc(NC(=O)N(C)C[C@@H]2Oc3c(NC(=O)Nc4c(C)noc4C)cccc3C(=O)N([C@@H](C)CO)C[C@@H]2C)cc1	9.0	61	7.1%	-3.3%
Cc1noc(C)c1C(=O)Nc1ccc(-c2nnc3n2CCCCC3)cc1	0.0	60	1.2%	-0.7%
COc1ccc(CNC(=O)c2ccc(S(=O)(=O)NCc3ccco3)cc2)cc1	-0.5	51	1.8%	3.0%
NS(=O)(=O)c1ccc(CCNC(=O)CN2C(=O)NC(c3ccccc3)(c3ccccc3)C2=O)cc1	-1.3	63	-1.4%	3.2%
O=C(CN1CCN(S(=O)(=O)c2ccccc2F)CC1)NCC1(N2CCOCC2)CCCCC1	-1.1	69	1.9%	-14.7%
O=C(Cc1cccc(NC(=O)C2CCCN(C(=O)C3CCCCC3)C2)c1)Nc1cccc(C(=O)N2CCCC2)c1 (stereo not drawn)	-0.3	48	9.6%	-0.8%
O=C(Cc1ccc2c(c1)OCCO2)Nc1cc(C(F)(F)F)ccc1N1CCOCC1	-0.2	81	1.9%	5.1%
CCc1noc(C)c1C(=O)N1CCN(S(=O)(=O)c2c(C)cc(C)cc2C)CC1	-0.7	56	6.1%	-0.7%
Cc1ccc(S(=O)(=O)N2CCN(C(=O)COC(=O)CCCOc3ccccc3)CC2)c(C)c1	-0.1	71	7.5%	-3.9%
CC1(C)Cc2cccc(OCC(=O)OCc3nnc(-c4ccccc4)o3)c2O1	-0.6	51	1.8%	-3.8%
O=C(Cc1ccc([N+](=O)[O-])cc1)Nc1cccc(C(=O)N2CCOCC2)c1	-0.5	57	6.1%	-7.6%
O=C(CN1CCN(S(=O)(=O)c2cccs2)CC1)N1CCCCC1	2.2	73	4.1%	-7.2%
NS(=O)(=O)c1ccc(N2N=C(c3ccccc3)CC2c2ccccc2Br)cc1 (stereo not drawn)	19.6	88	9.7%	-2.0%	Dengue-2 NS5 capping pilot replicate=4.3
Nc1nc(N)nc(-c2cc([N+](=O)[O-])ccc2O)n1	0.2	50	7.2%	-1.6%

A draw from above in order of length of the SMILES, lowest first:
SMILES	NTR1 ag	NTR1 ag cell count 20 µM	Rac1 GTP hydrolysis	Dengue-2 NS5 capping	others
COc1cc(-c2ccc3c(=O)c4ccccc4sc3c2)cc(OC)c1OC	10.3	54	4.6%	-7.2%
COc1cc2c(-c3ccc4c(c3)OCO4)c(-c3ccsc3)oc(=O)c2cc1OC	1.3	48	7.5%	4.9%
O=C(Cc1ccc([N+](=O)[O-])cc1)Nc1cccc(C(=O)N2CCOCC2)c1	-0.5	57	6.1%	-7.6%
O=C(Cc1cccc(NC(=O)C2CCCN(C(=O)C3CCCCC3)C2)c1)Nc1cccc(C(=O)N2CCCC2)c1 (stereo not drawn)	-0.3	48	9.6%	-0.8%

Three consecutive records already listed:
SMILES	NTR1 ag	NTR1 ag cell count 20 µM	Rac1 GTP hydrolysis	Dengue-2 NS5 capping	others
CCc1noc(C)c1C(=O)N1CCN(S(=O)(=O)c2c(C)cc(C)cc2C)CC1	-0.7	56	6.1%	-0.7%
Cc1ccc(S(=O)(=O)N2CCN(C(=O)COC(=O)CCCOc3ccccc3)CC2)c(C)c1	-0.1	71	7.5%	-3.9%
CC1(C)Cc2cccc(OCC(=O)OCc3nnc(-c4ccccc4)o3)c2O1	-0.6	51	1.8%	-3.8%

The results go on.
SMILES	NTR1 ag	NTR1 ag cell count 20 µM	Rac1 GTP hydrolysis	Dengue-2 NS5 capping	others
COc1ccc(NC(=O)CN(C)C(=O)c2cccc(Oc3ccccc3)c2)cc1	-2.4	87	3.9%	-3.1%
COc1cc(C)ccc1OCC(=O)NCC1CCCO1 (stereo not drawn)	-0.3	63	15.6%	5.0%
CC(C)[C@H](NC(=O)c1ccccc1)C(=O)OCC(=O)Nc1ncc(Cl)cc1Cl	-0.3	72	-4.2%	0.8%
C[C@H](CO)N1C[C@H](C)[C@@H](CN(C)S(=O)(=O)c2cccs2)Oc2c(NC(=O)CCC(F)(F)F)cccc2C1=O	-0.9	53	-12.8%	-7.4%
COc1ccc(C(=O)OCC(=O)N2CCN(C(=O)c3ccco3)CC2)cc1OC	-0.4	63	0.2%	-3.2%
CCOC(=O)C1=CN2CCCC[C@@H]2CC1=O	-2.3	44	13.5%	-4.8%
C[C@]12c3[nH]c4ccccc4c3CCN1C(=O)C(CC(=O)NCCCn1ccnc1)C[C@@H]2C(=O)N1CCCCC1 (stereo partly drawn)	-2.8	53	0.2%	-6.9%	Dengue-2 NS5 capping pilot replicate=-3.6
Cc1ccc(S(=O)(=O)/N=C2/NC(=O)/C(=C\c3ccccc3)S2)cc1	-0.2	50	11.6%	13.7%
Cc1ccc(C)c(OCCC(=O)Nc2ccc(S(=O)(=O)N3CCCC3)cc2)c1	-0.3	63	3.1%	0.7%
O=C(CSc1cccc[n+]1[O-])Nc1ccc(Cl)cc1F	-0.9	47	4.5%	1.8%
CN(C)S(=O)(=O)c1cc(NC(=O)CSc2cccc[n+]2[O-])ccc1Cl	-1.7	56	5.1%	-13.5%
O=C(COc1cccc(Br)c1)Nc1ccc(Cl)c(S(=O)(=O)N2CCOCC2)c1	3.2	57	1.1%	-11.6%
O=C(COC(=O)c1ccc(CO)cc1)c1ccc(S(=O)(=O)N2CCCCC2)cc1	-0.8	73	-2.3%	0.0%
COc1ccc(/C=C/C(=O)OCC(=O)Nc2ncc(Cl)cc2Cl)cc1	3.5	57	2.1%	15.5%
O=C(COc1ccccc1)OCC(=O)c1ccc(S(=O)(=O)N2CCCCC2)cc1	-0.2	39	4.2%	-5.5%
COc1cccc(N2CCN(c3ccc(S(=O)(=O)N4CCN(C)CC4)cc3[N+](=O)[O-])CC2)c1	-0.6	59	-11.3%	-6.2%
Cc1ccc2nc(SCC(=O)Nc3cccnc3Cl)[nH]c2c1	-0.1	58	3.9%	2.6%
CC(C)(C)OC(=O)NCCCC[C@H](NC(=O)c1[nH]cnc1C(=O)N[C@@H](Cc1ccccc1)C(=O)OCc1ccccc1)C(=O)OC(C)(C)C	9.5	59	5.7%	-2.5%
Cc1cccc(C(=O)N[C@H](C(=O)NCc2cccs2)C(C)C)c1	0.3	47	4.3%	0.8%
CC(O)CC(C)O (stereo not drawn)	-1.5	53	-1.4%	1.5%
CCOC(=O)c1c(C)[nH]c(C(=O)COC(=O)c2ccco2)c1C	-0.1	77	-1.4%	-5.4%
C[C@H]1CN([C@@H](C)CO)C(=O)c2cc(NC(=O)Cc3ccccc3)ccc2O[C@H]1CN(C)Cc1ccccc1	0.5	50	4.0%	-4.0%
O=C(COC(=O)c1ccc([N+](=O)[O-])cc1)NCCC1=CCCCC1	1.4	50	3.8%	-0.7%
O=C(Cn1cnc2c(NCc3ccccc3)ncnc21)NCc1nc2ccccc2[nH]1	-0.1	56	10.1%	-0.7%	Dengue-2 NS5 capping pilot replicate=0.6
CS(=O)(=O)Nc1ccccc1C(=O)OCC(=O)NCc1cccs1	0.2	47	0.4%	3.1%

Next part
SMILES	NTR1 ag	NTR1 ag cell count 20 µM	Rac1 GTP hydrolysis	Dengue-2 NS5 capping	others
Brc1ccc(CN2CC[C@H]3C=CCc4cccc(c43)C2)cc1	-0.1	53	7.7%	1.2%
CCOC(=O)/C=C1/SCC(=O)N1CC(=O)Nc1cccc(F)c1	-2.5	70	11.6%	-1.5%
O=C(COC(=O)c1ccc(F)c(S(=O)(=O)N2CCOCC2)c1)NCc1ccc(Cl)cc1	2.0	92	-1.9%	4.5%
Cc1ccc(S(=O)(=O)N2CCCN(Cc3nc4ccccc4c(=O)[nH]3)CC2)cc1	-0.5	56	-1.1%	-5.8%
C=C[C@@H]1c2cc(C)ccc2N(S(=O)(=O)c2ccc(C)cc2)[C@H](c2ccccc2C(F)(F)F)C1(C#N)C#N	-1.3	52	6.8%	-6.0%
O=C(CCNS(=O)(=O)c1ccccc1C(F)(F)F)NCCCc1ccccc1	-2.6	21	3.4%	-1.5%
COc1ccccc1S(=O)(=O)NCc1ccc(C(=O)NC(C)c2ccccn2)cc1 (stereo not drawn)	-1.1	63	2.4%	4.6%
O=C(OCC(=O)N1CCC(Cc2ccccc2)CC1)c1ccccc1O	3.2	46	3.5%	-6.4%
COc1ccc(NC(C)=O)cc1S(=O)(=O)NC(C)c1ccc(-n2ccnc2)cc1 (stereo not drawn)	-1.4	55	-0.2%	1.1%
CN(CC(=O)Nc1ccc(F)cc1)C(=O)c1ccc(N2C(=O)CCC2=O)cc1	-1.1	68	0.2%	-0.8%
Cc1ccsc1C(=O)N1CCN(C(=O)c2ccco2)CC1	-1.7	63	4.4%	-5.9%
Cc1cccc(N2CCN(C(=O)CSc3ccc4c(c3)OCCO4)CC2)c1C	-0.6	59	4.8%	-17.1%
O=C(Cn1cc(C(F)(F)F)ccc1=O)N1CCc2ccccc21	-2.1	47	2.4%	-13.5%
O=C(COC(=O)/C=C/c1cccc(C(F)(F)F)c1)Nc1ccc(Cl)cn1	-0.4	63	8.3%	-3.7%
Cc1ccccc1NC(=O)COC(=O)c1n[nH]c(=O)c2ccccc12	-0.4	46	6.3%	0.7%
Cc1cc(C)c2nc(SCC(=O)Nc3ccccc3N3CCOCC3)c(C#N)cc2c1	2.2	77	-5.6%	0.7%
O=C(NCc1ccccc1Br)c1cccc2c1C(=O)c1ccc(-c3ccc(OC(F)(F)F)cc3)cc1S2(=O)=O	2.6	59	7.8%	-8.2%
CN1CCN(C(=O)C2CCN(S(=O)(=O)c3ccccc3[N+](=O)[O-])CC2)CC1	6.0	59	3.1%	0.4%
Cc1cc(C(=O)CSc2nnc(CCC(N)=O)n2C)c(C)n1C1CC1	-0.5	65	8.8%	-9.4%
CCCN(C(=O)c1ccc(S(=O)(=O)N2CCCC2)cc1)C1CCS(=O)(=O)C1 (stereo not drawn)	5.6	40	4.2%	3.1%
CCOc1ccccc1NC(=O)/C=C/c1ccc(S(=O)(=O)N2CCOCC2)cc1	0.5	58	4.1%	-8.0%

Of the compounds above, these have a tert-butyl group:
SMILES	NTR1 ag	NTR1 ag cell count 20 µM	Rac1 GTP hydrolysis	Dengue-2 NS5 capping	others
CC(C)(C)OC(=O)N1Cc2[nH]c3ccccc3c2C[C@@H]1C(=O)O	0.1	62	2.9%	-4.8%
CC(C)(C)OC(=O)NCCCC[C@H](NC(=O)c1[nH]cnc1C(=O)N[C@@H](Cc1ccccc1)C(=O)OCc1ccccc1)C(=O)OC(C)(C)C	9.5	59	5.7%	-2.5%

Fetched one by one from above (4):
SMILES	NTR1 ag	NTR1 ag cell count 20 µM	Rac1 GTP hydrolysis	Dengue-2 NS5 capping	others
O=C(OCC(=O)N1CCC(Cc2ccccc2)CC1)c1ccccc1O	3.2	46	3.5%	-6.4%
O=C(Cn1cc(C(F)(F)F)ccc1=O)N1CCc2ccccc21	-2.1	47	2.4%	-13.5%
COc1ccc(CNC(=O)c2ccc(S(=O)(=O)NCc3ccco3)cc2)cc1	-0.5	51	1.8%	3.0%
COc1ccccc1S(=O)(=O)NCc1ccc(C(=O)NC(C)c2ccccn2)cc1 (stereo not drawn)	-1.1	63	2.4%	4.6%

Not all compounds are listed; the hit share may differ from the screen's.
